NRP1-CendR mod = alters CendR peptide binding to human NRP-1; O14786; 360,000 compounds, 0.85% hits; inhibition, % at 25 µM; FAM-RPARPAR peptide binding to NRP-1, fluorescence polarization;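 active means inhibition or corrected inhibition above about 18%, plus a signal ratio from 0.5 to 1.5, limit read from the data, passing the limit was not always enough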; further: strong numbers were not always called active
DNMT1 block = blocks human DNA methyltransferase DNMT1. P26358. DNMT1 molecular beacon, Hinp1I cleavage, fluorescence. inhibition (reported as % activation of signal), % at 10 µM. 360,000 compounds, 0.83% hits; in the data active means inhibition above about 50%
SKN-1 inh = blocks SKN-1 activity in C. elegans | AID 624304 | C. elegans VP596 Pgst-4::GFP/RFP ratio, acrylamide-induced, 24 h | 360,000 compounds, 0.49% hits | inhibition, % at 21.8 µM;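 active means interference check ratio from 0.5 to 1.5 plus GFP to RFP signal ratio inhibition reaching or exceeding a fixed threshold, cut at about 30% in these data, passing the limit was not always enough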; further: some compounds called inactive have numbers as strong as hits
STEP inh = STEP (human) phosphatase inhibition; inhibition, % at 20 µM; AID 588621; 360,000 compounds, 0.25% hits; P54829; recombinant STEP, OMFP fluorogenic substrate, fluorescence;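 active means inhibition at 20 µM, scaled per plate between control wells, above about 37%, limit read from the data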;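 further: 0% = DMSO with enzyme and substrate and 100% = substrate only without enzyme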
Target sequence (P54829 whole entry, looked up): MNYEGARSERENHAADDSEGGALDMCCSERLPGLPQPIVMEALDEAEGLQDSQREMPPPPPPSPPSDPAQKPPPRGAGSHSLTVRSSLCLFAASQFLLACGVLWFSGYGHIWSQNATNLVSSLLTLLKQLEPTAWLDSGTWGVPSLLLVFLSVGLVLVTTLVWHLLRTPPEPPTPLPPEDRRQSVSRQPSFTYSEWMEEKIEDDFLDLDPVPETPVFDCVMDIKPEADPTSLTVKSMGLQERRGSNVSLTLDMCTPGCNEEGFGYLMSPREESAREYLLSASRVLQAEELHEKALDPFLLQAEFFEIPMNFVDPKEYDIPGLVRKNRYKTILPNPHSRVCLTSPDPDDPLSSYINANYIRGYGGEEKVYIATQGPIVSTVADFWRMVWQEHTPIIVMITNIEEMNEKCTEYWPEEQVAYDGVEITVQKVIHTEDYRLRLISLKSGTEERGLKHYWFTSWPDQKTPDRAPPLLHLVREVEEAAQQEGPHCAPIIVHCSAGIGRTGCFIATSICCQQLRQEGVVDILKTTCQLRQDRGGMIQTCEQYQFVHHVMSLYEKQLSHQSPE
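Test system: STEP tyrosine phosphatase / Reagent: OMFP at 25 µM / Doses: 20 µM, 1% DMSO / Read-out: percent inhibition scaled to no-enzyme and uninhibited-enzyme controls, plate-pattern corrected / Detection: FITC-channel fluorescence of OMFP product / Medium: Bis-Tris buffer pH 6.0, 2.5 mM DTT, 0.005% Tween 20 / Schedule: 20 min at room temperature, dark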
Neddyl block = cullin neddylation inhibition. 360,000 compounds, 0.58% hits. calls only at 25 µM. P61081+Q13564. AID 651699. TR-FRET cullin neddylation, biochemical; in the data active means inhibition above about 36%
SUMO1-SIM PPI = SUMO1-SIM interaction modulation. P63165. SUMO1 binding to a labelled peptide, TR-FRET, 1 h. inhibition, % at 20 µM. 360,000 compounds, 0.33% hits; in the data active means inhibition above about 37%
Target sequence (P63165 whole entry, looked up): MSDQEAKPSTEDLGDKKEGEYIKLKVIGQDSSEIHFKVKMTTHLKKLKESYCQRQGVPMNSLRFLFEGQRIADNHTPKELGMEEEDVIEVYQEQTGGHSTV
NadD block = NadD (S. aureus) enzyme inhibition. 360,000 compounds, 0.78% hits. inhibition, % at 20 µM. purified NadD enzyme, colorimetric absorbance read-out; in the data active means inhibition above about 26%; further: some compounds past the cut are filed as inactive
Tb MetRS inh = Trypanosoma brucei MetRS inhibition | purified T. brucei MetRS, ATP depletion, Kinase-Glo luminescence | inhibition, % at 11.9 µM | 360,000 compounds, 0.4% hits;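 active means inhibition above a per-plate cutoff of the control wells' mean inhibition plus 3 SD, cut at about 5.5% in these data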;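 further: 0% = DMSO wells median and 100% = median of wells with control inhibitor compound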
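Material – parasite MetRS enzyme · Medium – HEPES-MgCl2-KCl buffer plus DTT, spermine, BSA, pyrophosphatase · Reagent – ATP, methionine and E. coli bulk tRNA substrates · Times – 15 min enzyme-compound preincubation, 2 h reaction, 10 min detection, 25 °C · Measured by – luminescence of leftover ATP · Evaluation – percent inhibition relative to median high and low control wells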
LMPTP inh = LMPTP (human) inhibition; AID 651560; recombinant LMPTP-A, OMFP fluorogenic substrate, fluorescence intensity; P24666; inhibition, % at 20 µM; 360,000 compounds, 0.22% hits;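 active means compounds that cut the enzyme signal by at least half of the control window in the single-dose screen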;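 further: plate controls were DMSO wells with enzyme plus substrate for no effect and substrate without enzyme for full effect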
Target sequence (P24666 whole entry, looked up): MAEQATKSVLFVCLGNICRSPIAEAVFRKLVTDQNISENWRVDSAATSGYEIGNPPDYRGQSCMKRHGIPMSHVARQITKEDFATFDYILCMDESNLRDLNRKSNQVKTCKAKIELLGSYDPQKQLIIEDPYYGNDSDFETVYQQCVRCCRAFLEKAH
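test system = LMPTP-A | amount = 0.625 nM LMPTP-A final | reagent = fluorogenic phosphatase substrate OMFP at 400 µM final | incubation = 50 min at room temperature | benchmarks = no-enzyme low control, uninhibited high control | medium = Bis-Tris pH 6.0, DTT, detergent | signal = fluorescence intensity of OMFP turnover product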
Scp1 inh = Scp-1 (human) phosphatase inhibition; 340,000 compounds, 0.88% hits; inhibition, % at 20 µM; Q9GZU7; Recombinant Scp1, phosphopeptide, malachite green phosphate absorbance;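 active means inhibition above about 50% at 20 µM, limit read from the data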;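 further: plate controls were DMSO wells with enzyme for no effect and wells lacking enzyme for full effect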
Target sequence (Q9GZU7 76-261 limits assumed): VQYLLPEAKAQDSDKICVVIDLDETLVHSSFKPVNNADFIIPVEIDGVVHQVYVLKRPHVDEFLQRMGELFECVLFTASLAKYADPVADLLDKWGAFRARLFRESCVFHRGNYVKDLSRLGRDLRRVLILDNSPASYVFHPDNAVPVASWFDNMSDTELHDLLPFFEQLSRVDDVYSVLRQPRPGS
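System: SCP-1 catalytic domain; Reagent: Phospho 17-mer peptide substrate; Doses: one concentration, 20 µM, with 1.0% DMSO; Incubation: 45 min room-temperature reaction, 5 min colour, 30 min stabiliser; Signal: Phosphate-binding colour reagent, absorbance read at 630 nm.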
The depositor's hits bear a star; i = inactive; . = not tested or not shown.

#	compound	NadD block	DNMT1 block	SUMO1-SIM PPI	Tb MetRS inh	Scp1 inh	SKN-1 inh	Neddyl block	LMPTP inh	STEP inh	NRP1-CendR mod
1	COC(=O)CN1C(=S)N(Cc2ccccc2)C(=O)C1CC(=O)Nc1ccc(OC)cc1 (stereo not drawn)	-1	2	1	0.5	-5	-12	i	-2.5	-3	-6
2	CC(C)(C)OC(=O)NCCCCCc1nnc(SCc2ccc(F)cc2)o1	-4	1	1	-0.3	-4	4	i	1.1	-1	-1
3	N/C(Cc1ccc(Cl)cc1)=N\OC(=O)CCc1ccccc1	-4	1	1	0.5	.	12	i	-0.1	6	2
4	CCC(C)(C(=O)NC1CCCC1)N(C(=O)c1cnccn1)c1ccccc1 (stereo not drawn)	-3	0	2	-0.2	-13	1	i	-1.3	1	-8
5	Oc1ccc2ccccc2c1CNc1ccccc1	1	-5	-20	0.3	-2	18	i	-0.9	-3	-18
6	COc1ccc(C)cc1NC(=O)CCN1CCN(C/C=C/c2ccccc2)CC1	-9	0	3	-0.5	-7	15	i	-0.2	0	-1
7	Cc1cc(Cl)nc(Cl)c1C(=O)NCCc1ccccc1	-5	1	-1	-0.1	-6	14	i	-1.9	0	-10
8	CN(C)CCNC(=O)Cn1nc(C(F)F)cc1C1CC1	-2	1	-2	-1.4	3	-9	i	-8.6	0	-7
9	CCC(CO)Oc1cc(NCc2ccccc2F)c2ncn(C(C)C)c2c1 (stereo not drawn)	0	-9	3	-0.1	-3	5	i	-1.2	-4	-44
10	CCc1nc(SCC(=O)N2c3ccccc3CC2C)c2c(C)c(C)sc2n1 (stereo not drawn)	3	1	7	-1.3	-4	5	i	7.0	9	4
11	CCOC(=O)C1=C(COC(=O)CSc2ccc(Br)cc2)NC(=O)NC1C (stereo not drawn)	-1	15	4	-0.5	6	5	i	-0.2	0	3
12	COc1cccc(-c2cc(C(=O)Nc3ccccc3SC)no2)c1	-4	-4	5	-0.9	-8	-16	.	1.8	-1	0
13	CCOc1ccc(NC(=O)CN(C)CC(=O)Nc2ccccc2C#N)cc1OCC	2	-7	-1	-1.8	35	1	i	-1.7	4	-12
14	Cc1sc2ncn(CC(=O)NCC3COc4ccccc4O3)c(=O)c2c1S(=O)(=O)N1CCCCC1 (stereo not drawn)	-5	1	3	-1.3	5	9	i	1.6	0	3
15	O=[n+]1c2c(n([O-])c3cc(F)c(F)cc31)CCCC2	4	-2	5	0.1	0	18	i	0.0	-2	8

Arranged by length of the SMILES (highest first): some entries from above
#	compound	NadD block	DNMT1 block	SUMO1-SIM PPI	Tb MetRS inh	Scp1 inh	SKN-1 inh	Neddyl block	LMPTP inh	STEP inh	NRP1-CendR mod
4	CCC(C)(C(=O)NC1CCCC1)N(C(=O)c1cnccn1)c1ccccc1 (stereo not drawn)	-3	0	2	-0.2	-13	1	i	-1.3	1	-8
15	O=[n+]1c2c(n([O-])c3cc(F)c(F)cc31)CCCC2	4	-2	5	0.1	0	18	i	0.0	-2	8
3	N/C(Cc1ccc(Cl)cc1)=N\OC(=O)CCc1ccccc1	-4	1	1	0.5	.	12	i	-0.1	6	2

Later entries:
#	compound	NadD block	DNMT1 block	SUMO1-SIM PPI	Tb MetRS inh	Scp1 inh	SKN-1 inh	Neddyl block	LMPTP inh	STEP inh	NRP1-CendR mod
16	Cc1nc(-n2cc(F)c(=O)[nH]c2=O)c2nc(C)oc2n1	-2	1	0	-0.6	-7	-8	i	-1.6	-1	-10
17	COc1cc2ncnc(NCc3ccccc3F)c2cc1OC	-7	3	6	-0.3	-10	0	i	1.1	1	3
18	O=C(Nc1ccc2c(c1)OCCO2)C(c1ccccc1)n1c(=O)c(-c2ccco2)nc2ccccc21 (stereo not drawn)	.	.	-8	-1.1	.	8	i	1.7	.	-22
19	COc1ccc(CCNC(=O)C2CCN(S(=O)(=O)N3CC(C)CC(C)C3)CC2)cc1OC (stereo not drawn)	-6	2	-1	0.4	-3	8	i	-0.5	0	-4
20	CCN(CC)c1nc2c(s1)C(=O)NCCC2	6	1	0	-0.5	-1	-6	i	-0.6	-1	3
21	Cc1ccnc(NC(=O)c2ccc(S(=O)(=O)c3ccccc3)cc2)c1	1	-2	2	0.9	-4	4	i	-1.9	-2	-2
22	COC(=O)c1ccc(NC(=O)COc2ccc(C3C(C#N)=C(N)Oc4c3ccc3ccccc43)cc2OC)cc1 (stereo not drawn)	51*	-13	-1	1.5	-6	7	i	1.2	-4	-4
23	O=c1cc(-c2c(O)c3ccccc3n(Cc3ccccc3)c2=O)[nH][nH]1	1	13	2	0.7	-12	2	i	2.4	7	-11
24	CC1(C)CC(=O)C(C=NC2CCCCC2)=C(O)C1	-2	4	-2	-0.4	-10	-11	i	-0.1	3	-1
25	Cc1ccc(C)c(NC(=S)/C(=C(\[O-])c2ccc(Cl)s2)[n+]2ccccc2)c1	-3	-16	0	1.2	-3	-4	i	-0.7	-2	2
26	CCc1ccc(CNC(=O)C(=O)NCCc2ccc(OC)c(OC)c2)cc1	-11	-4	19	0.1	-4	1	i	1.7	1	-19
27	CCOc1ccc(S(=O)(=O)Oc2ccc3ccccc3c2)cc1	10	1	0	0.3	-15	15	i	3.3	2	-1
28	COc1cc(/C=N/N=C(N)N)ccc1OCc1ccccc1Cl	-2	3	-13	-0.9	-2	12	i	4.3	8	12
29	Cc1ccccc1NC(=O)COC(=O)c1n[nH]c(=O)c2ccccc12	-7	1	-10	-0.4	5	-17	i	-1.2	-2	3
30	Cc1ccc(/C=N/N2C(=S)SC(C)(C)C2N(O)C(=O)Nc2ccc([N+](=O)[O-])cc2)cc1 (stereo not drawn)	12	-3	-7	0.5	-1	15	i	4.2	-8	13

Carrying on.
#	compound	NadD block	DNMT1 block	SUMO1-SIM PPI	Tb MetRS inh	Scp1 inh	SKN-1 inh	Neddyl block	LMPTP inh	STEP inh	NRP1-CendR mod
31	CC(C)Cn1c(-c2ccncc2)n[nH]c1=S	2	-1	-3	0.4	-3	5	i	-2.6	-3	2
32	CNCCCCOc1ccccc1-c1ccccc1	2	5	1	-1.3	3	-1	i	-0.7	1	-4
33	CCN(CC)c1ncnc2c1ncn2[C@H]1CN(Cc2ccc(F)cc2)C[C@@H](CO)O1	1	-5	1	-0.2	.	2	i	-0.3	-3	-9
34	CCCn1c(N)c(Sc2ccc(C)cc2)c(=O)n(CCC)c1=O	0	0	-5	-0.2	-4	5	i	-0.1	-1	-18
35	COc1ccc(C)cc1N(CC(=O)N1CCCC1)S(=O)(=O)c1ccccc1	-5	-1	-5	0.5	-10	20	i	-2.2	-2	4
36	CN1c2ccccc2C(O)=C(C(=S)Nc2ccc(Cl)cc2)S1(=O)=O	3	-2	4	-0.3	-11	-8	i	-1.6	5	4
37	CCN(CC)CCN(C(=O)CCS(=O)(=O)c1ccccc1)c1nc2c(C)cc(C)cc2s1	-8	16	1	-0.1	-2	1	i	-1.3	-2	-4
38	O=C(C1CC1(c1ccccc1)c1ccccc1)N1CCOCC1 (stereo not drawn)	7	-1	-2	-0.6	-5	6	i	-1.4	-2	5
39	CCC(C)(C(=O)NC1CCCCC1)N(Cc1ccco1)C(=O)c1cnccn1 (stereo not drawn)	-6	-3	-4	-0.4	0	-5	i	-2.6	-3	-3
40	CCOc1cc(-n2ncc(C#N)c2N)nc(SC)n1	3	2	2	-0.6	-11	13	i	-2.0	-1	-3
41	CNC(=S)N1CCc2cc(OC)c(OC)cc2C1COc1ccc(OC)cc1 (stereo not drawn)	-10	3	-4	-0.4	-23	-4	i	-0.6	-1	2
42	CCCNC(=O)c1ccc(SCC(=O)N(CC)CC)c([N+](=O)[O-])c1	-6	-4	-30	0.0	1	6	i	-3.0	-2	0
43	O=C(Oc1ccc[nH]c1=O)c1cc([N+](=O)[O-])cc([N+](=O)[O-])c1	3	-5	-35	-0.7	12	13	i	0.4	2	-4
44	CC1CCCN(S(=O)(=O)c2ccc(NC(=O)CCN3C(=O)c4ccccc4C3=O)cc2)C1 (stereo not drawn)	-8	-10	-1	-0.8	-10	-4	i	-0.6	-2	10
45	CC(=O)Nc1ccc(S(=O)(=O)NNC(=O)COc2cccc3ccccc23)cc1	3	-1	0	0.4	-1	6	i	-0.2	0	7

Further results follow.
#	compound	NadD block	DNMT1 block	SUMO1-SIM PPI	Tb MetRS inh	Scp1 inh	SKN-1 inh	Neddyl block	LMPTP inh	STEP inh	NRP1-CendR mod
46	CC(=O)NC1=NN(C(C)=O)C(C)(c2cccc([N+](=O)[O-])c2)S1 (stereo not drawn)	-4	-7	-2	0.2	1	8	i	-0.9	0	11
47	CCc1c(C(=O)OC)nnc2cc(C)nn12	-3	2	-15	0.0	-10	13	i	0.0	0	10
48	OCCCNC(=S)Nc1ccc(Nc2ccccc2)cc1	0	-2	0	0.1	1	0	i	-0.9	1	-2
49	O=C(NCC1CCCCN1)c1cc(OCC(F)(F)F)ccc1OCC(F)(F)F (stereo not drawn)	-5	4	-6	-1.3	-12	-1	i	-0.5	2	3
50	COC(=O)c1ccc(/C=C/C(=O)OCC(=O)c2ccc[nH]2)cc1	1	-7	-5	0.0	-10	4	i	0.7	-1	-12
51	CCC(c1nnnn1CCc1ccccc1)N(Cc1ccco1)Cc1cc2cccc(C)c2[nH]c1=O (stereo not drawn)	4	-9	-3	-1.4	2	-5	i	2.0	0	-2
52	COc1ccc(C2CC(=O)N(C)c3ccccc3S2)cc1OC (stereo not drawn)	7	-4	-1	-0.4	-10	8	i	-0.6	0	11
53	CCC(C(=O)NCc1ccco1)n1nc(C)n2c(cc3occc32)c1=O (stereo not drawn)	4	7	5	-0.3	10	11	i	-1.8	0	7
54	C=CCOc1cccc(C2/C(=C(\O)c3ccc(F)cc3)C(=O)C(=O)N2CCN(C)C)c1 (stereo not drawn)	-1	-1	-2	-0.5	1	0	i	-2.3	3	-6
55	CCOC(=O)C1=CCC(c2cccc(C)c2)N(S(=O)(=O)c2ccc(C)cc2)C1 (stereo not drawn)	1	2	15	-1.1	.	8	i	2.3	6	15
56	Cc1ccc(CNc2ncc(-c3ccc4c(c3)OCO4)n2C)cc1	-3	-1	0	0.2	-8	-2	i	-0.2	-1	0
57	O=[N+]([O-])c1ccc(Cn2cc(-c3cccc(C(F)(F)F)c3)nn2)cc1	-7	6	-24	-0.6	-9	-1	i	1.9	1	6
58	COc1ccc(OC)c(NC(=O)[C@@]2(CC(=O)O)CC(/C=C/c3ccccc3)=NO2)c1	-1	-1	2	0.1	4	11	i	-0.7	1	6
59	S=c1[nH]c2ccc(Cc3ccc4[nH]c(=S)[nH]c4c3)cc2[nH]1	19	-10	2	0.1	0	14	i	2.6	2	13
60	CN(C(=O)COC(=O)Cc1c(F)cccc1Cl)c1c(N)n(Cc2ccccc2)c(=O)[nH]c1=O	-6	3	-4	0.0	-4	-8	i	-1.9	-2	6
61	CC(C)C(NC(=O)c1ccco1)C(=O)NCc1ccc(C(=O)O)cc1 (stereo not drawn)	-1	6	-2	-0.1	-6	-4	i	-0.5	-1	3

Screening results as filed in PubChem BioAssay.

The order is random; 4.6% or so of the library scored in one or more.
